Assay outcomes from PubChem.
D1 antagonist = blocks dopamine activation of the human D1 receptor | P21728 | HEK293 TREx D1 cells, calcium flux, dopamine EC80; stronger effect = lower value | activity change, negative = inhibition, % at 10 µM | actives 3.2% (n = 360,000); in the data active = activity change below about -30%; also: % is scaled to controls: 0 for no effect and ±100 for the full control effect
Target sequence (P21728 whole entry, looked up): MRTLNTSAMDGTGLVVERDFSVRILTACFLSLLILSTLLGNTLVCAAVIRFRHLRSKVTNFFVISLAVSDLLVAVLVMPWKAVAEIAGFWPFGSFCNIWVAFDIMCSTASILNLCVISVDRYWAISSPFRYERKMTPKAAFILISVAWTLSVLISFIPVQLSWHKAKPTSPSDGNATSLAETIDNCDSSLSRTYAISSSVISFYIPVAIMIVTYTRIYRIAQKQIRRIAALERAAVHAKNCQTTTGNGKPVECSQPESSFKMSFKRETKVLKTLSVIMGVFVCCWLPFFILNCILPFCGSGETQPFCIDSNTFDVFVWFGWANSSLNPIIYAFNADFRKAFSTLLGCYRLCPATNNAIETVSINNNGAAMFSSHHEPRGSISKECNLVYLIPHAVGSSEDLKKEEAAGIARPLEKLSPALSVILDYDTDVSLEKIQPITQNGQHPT
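Using tetracycline-induced force-coupled D1 Hek293 cells and a calcium dye, signals were followed for 180 s after compound, then for 180 s after EC80 dopamine, to detect inhibitors.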
Vif-APOBEC3G blk = blocks the Vif interaction with human APOBEC3G; Q9HC16; Potency, µM (titrated, usually from 46.1 µM), inactives show at the top dose activity, negative = active, most hits filed as inhibitors; actives 0.076% (n = 410,000); HeLa A3G-eYFP + Vif (tagged APOBEC3G with the HIV-1 protein that degrades it), YFP fluorescence, overnight; AID 602310;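 also: potency is read from the fitted curve at half-maximal effect; % is scaled to controls: 0 for no effect and ±100 for the full control effect; nearly all actives have a fitted effect of over 60% in size; hits raise eYFP signal because A3G escapes Vif-driven loss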
Target sequence (Q9HC16 whole entry, looked up): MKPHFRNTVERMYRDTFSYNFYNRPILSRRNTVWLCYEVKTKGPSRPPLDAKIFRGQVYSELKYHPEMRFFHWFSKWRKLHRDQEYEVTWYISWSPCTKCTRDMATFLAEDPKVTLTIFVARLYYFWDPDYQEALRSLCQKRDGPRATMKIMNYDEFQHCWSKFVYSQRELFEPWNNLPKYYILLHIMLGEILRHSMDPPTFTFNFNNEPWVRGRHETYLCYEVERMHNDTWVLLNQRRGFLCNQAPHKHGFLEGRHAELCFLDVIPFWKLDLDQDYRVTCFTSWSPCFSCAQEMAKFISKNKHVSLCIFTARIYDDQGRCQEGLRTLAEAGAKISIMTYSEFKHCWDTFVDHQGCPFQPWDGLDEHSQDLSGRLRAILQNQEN
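Read-out is eYFP fluorescence (Ex 488/Em 500-530) from Vif-expressing HeLa A3G-eYFP cells; more signal means A3G escaped Vif-mediated degradation. Cells plated overnight, compound pinned in, incubated overnight at 37 deg C.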
D2 potentiator = positively modulates the human D2 dopamine receptor allosterically. HEK293 T-REx D2, calcium flux, EC20 dopamine potentiation. actives 0.34% (n = 340,000). P14416. potentiation, % at 10 µM;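 active = potentiation over 3 SD above the plate norm, cut at about 30% in these data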; also: 0% is about no effect
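Cells plated with tetracycline inducer and held overnight at 30 C; calcium dye loaded 30–90 min at room temperature; baseline taken, compound added and read 180 s; EC20 dopamine then added and read 180 s.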
D1 agonist = human D1 receptor agonism; P21728; HEK293 T-REx D1 cells, calcium flux, agonist mode; activation, % at 2 µM; actives 1% (n = 360,000); AID 504660; in the data active = activation above about 30%; also: 0% is about no effect
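Inducible HEK293 T-REx D1 cells, force-coupled to calcium signalling, were plated at 4000 cells/well with tetracycline and held overnight at 30 C. After no-wash calcium dye loading, compound-evoked calcium rise over 180 s flagged agonists.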
Vif-A3F inh = blocks the Vif interaction with APOBEC3F; HeLa A3F-eYFP + Vif (tagged APOBEC3F with the HIV-1 protein that degrades it), YFP fluorescence increase; Potency, µM (series often up to 46.1 µM), for the others: top-dose activity, negative = active; actives 0.2% (n = 390,000); AID 602313; also: potency is read from the fitted curve at half-maximal effect; % of control where 0% means no effect; nearly all actives have a fitted effect of over 65% in size
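HeLa cells stably expressing Vif plus C-terminally eYFP-tagged A3F were seeded, incubated overnight at 37 deg C, dosed with compound, incubated overnight again at 37 deg C. Yellow fluorescence (Ex 488/Em 500-530) reported blocked Vif-mediated A3F-eYFP degradation.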
GRP78 ERSR act = induces the endoplasmic reticulum stress response in human glioma cells; AID 602332; actives 0.02% (n = 420,000); Potency, µM, without a hit: at the top dose activation, actives largely listed as activators; U87-MG GRP78 promoter luciferase reporter, 16 h; also: potency is read from the fitted curve at half-maximal effect; series mostly up to about 76 µM; % of control where 0% means no effect; nearly all actives have a fitted effect of over 35% in size
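Stably transfected U87-MG glioma cells carrying a GRP78-based luciferase sensor; 16 h compound incubation. Luminescence end-point read 10 min after Bright-Glo addition at room temperature.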
RXFP1 antag = antagonists of human relaxin receptor RXFP1 | Q9HBX9 | activity change, negative = inhibition, % at 57.5 µM | actives 0.59% (n = 350,000) | HEK293-RXFP1, relaxin-stimulated cAMP HTRF, 30 min; stronger effect = lower value;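 active = activity change of -60% or lower, but not beyond a set lower limit; inconclusive = change between -60% and -40%, or beyond the set limit; inactive = change above -40%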; also: % is scaled to controls: 0 for no effect and ±100 for the full control effect
RXFP1 ag = RXFP1 (human) receptor agonism | Q9HBX9 | actives 0.3% (n = 370,000) | AID 2676 | HEK293T-RXFP1 cAMP TR-FRET, 30 min; response scale: percent of porcine relaxin response, buffer zero | Potency, µM (titrated, usually from 57.5 µM), without a hit: at the top dose activation, most hits filed as activators; also: potency is read from the fitted curve at half-maximal effect; % is scaled to controls: 0 for no effect and ±100 for the full control effect; nearly all actives have a fitted effect of over 60% in size; many of its hits are not listed in these tables
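cAMP rise read by TR-FRET after 30 min, 37C compound exposure (up to 58 uM) in RXFP1-transfected HEK293 cells with Ro 20174 present. EC50 from Hill-equation fits, with 29 nM porcine relaxin as 100% and buffer as basal.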
D1 potentiator = potentiators of human D1 dopamine receptor | P21728 | actives 0.036% (n = 360,000) | potentiation, % at 10 µM | HEK293 TREx D1 cells, calcium flux, dopamine EC20 potentiation; in the data active = potentiation above about 30%; also: 0% is about no effect
Starred values were filed as active, the others as inactive; ? = inconclusive; / = not tested or not shown. Unless noted, calls follow the shape of the dose curve; as a rule, active = well fitted curve in the direction sought with a large enough effect; inconclusive = small, poorly fitted or top-dose-only effect, or another doubt; inactive = no such curve, though single readings can be large; an effect the other way counts as inactive or inconclusive.

SMILES	D1 antagonist	Vif-APOBEC3G blk	D2 potentiator	D1 agonist	Vif-A3F inh	GRP78 ERSR act	RXFP1 antag	RXFP1 ag	D1 potentiator
O=C(NCCc1ccc(F)cc1)C(=O)NCC1CCCN1S(=O)(=O)c1ccccc1 (stereo not drawn)	-4	-28%	6	2	-7%	-2%	-18	0.6%	-4
CCCCN(C(=O)c1cc(-c2ccc(F)cc2)nc2ccccc12)c1c(N)n(CCCC)c(=O)[nH]c1=O	-3	-6%	-5	3	?	-1%	-10	0.6%	-4
Cc1cccc(Cn2nc(C)cc2NC(=O)Cn2cc([N+](=O)[O-])cn2)c1	-13	0%	-3	3	-3%	0%	12	0.1%	1
CCSc1nnc(-c2ccc(Cl)cc2)c2ccccc12	16	2%	-6	2	3%	-2%	9	29%	-6
NC(=O)c1ccc(NC(=O)COC(=O)c2ccccc2SCC(=O)N2CCCC2)cc1	/	0%	/	/	-4%	1%	2	/	/
COc1ccc(CCN2CC(C(=O)N(C)Cc3cccnc3)CC2=O)cc1OC (stereo not drawn)	4	2%	-14	3	-14%	-4%	-4	-1.1%	/
O=C1c2ccccc2C(=O)N1CCCCSc1nnc2c(Cl)cc(Cl)cn12	1	-6%	2	0	7%	-4%	1	2.9%	4
CCN(CC(=O)Nc1ccccc1OC)C(=O)CN1C(=O)NC(C)(c2ccc(C)cc2)C1=O (stereo not drawn)	-13	-10%	-2	11	5%	-6%	3	3.3%	1
CC1CCC2(CC1)NC(=O)N(CC(=O)Nc1ccc(F)cc1)C2=O (stereo not drawn)	-8	-2%	0	-1	-9%	-4%	-29	1.3%	-7
Cc1cc(-c2ccc(/C=N/n3cnnc3)o2)c([N+](=O)[O-])cc1C	0	-4%	7	8	-6%	-3%	-10	2.1%	-11
Cc1cc2ncn(/N=C/c3ccc(-c4ccccc4)o3)c2cc1C	1	-9%	-6	6	0%	-5%	-6	-1.7%	0
Cc1nc(N2CCN(Cc3ccc4c(c3)OCO4)CC2)c2oc3ccccc3c2n1	/	-10%	/	/	-4%	-4%	-7	/	/
COC(=O)[C@H](Cc1ccccc1)NC(=O)NCc1ccccc1OC	-2	0%	9	-1	5%	0%	2	2.0%	-3
[O-]c1n[n+](-c2ccc(Cl)cc2)cc2ccccc12	5	-3%	0	1	-18%	-2%	-4	2.2%	0
N#CC1=C(N)Oc2n[nH]c(-c3cccs3)c2C1c1ccccc1C(=O)O (stereo not drawn)	-19	0%	0	0	5%	6%	-5	20%	-5
O=C(NCc1ccc(F)cc1)C1CCN(C(=O)c2cnn(-c3ccccc3)c2-n2cccc2)CC1	5	2%	20	-3	7%	-2%	/	-0.5%	-1
COC(=O)C(Cc1ccc(OC(=O)c2ccc(C)cc2)cc1)N1Cc2ccccc2C1=O (stereo not drawn)	-3	0%	0	12	-18%	10%	-8	-0.1%	-6
COc1ccc(NC(=S)NCCSc2ccc(C)cc2)c(OC)c1	/	1%	/	/	0%	0%	-4	/	/
COC(=O)C1(S(=O)(=O)c2ccc(C)cc2)CCOCC1	4	0%	-1	0	-9%	-2%	-20	-1.3%	0
CC(C)(C)c1cn(-c2ccc(F)cc2)c(=S)[nH]1	5	0%	4	1	-3%	-1%	3	-1.4%	-2

In another format: results already given
SMILES: CCCCN(C(=O)c1cc(-c2ccc(F)cc2)nc2ccccc12)c1c(N)n(CCCC)c(=O)[nH]c1=O
  D1 antagonist: -3 | Vif-APOBEC3G blk: -6% | D2 potentiator: -5 | D1 agonist: 3 | Vif-A3F inh: ? | GRP78 ERSR act: -1% | RXFP1 antag: -10 | RXFP1 ag: 0.6% | D1 potentiator: -4

SMILES: Cc1cccc(Cn2nc(C)cc2NC(=O)Cn2cc([N+](=O)[O-])cn2)c1
  D1 antagonist: -13 | Vif-APOBEC3G blk: 0% | D2 potentiator: -3 | D1 agonist: 3 | Vif-A3F inh: -3% | GRP78 ERSR act: 0% | RXFP1 antag: 12 | RXFP1 ag: 0.1% | D1 potentiator: 1

(cont.)
SMILES	D1 antagonist	Vif-APOBEC3G blk	D2 potentiator	D1 agonist	Vif-A3F inh	GRP78 ERSR act	RXFP1 antag	RXFP1 ag	D1 potentiator
CC(CNC(=O)Cn1c(-c2cccs2)cc2cc(Cl)ccc21)c1ccccc1 (stereo not drawn)	-9	0%	1	2	-14%	-2%	-3	?	-1
O=S(=O)(c1cccc(-c2nnco2)c1)N1CCOCC1	4	1%	3	1	6%	15%	-16	0.8%	-3
CN(Cc1cnn(C)c1)C(=O)CC1C(=O)NCCN1Cc1cccc(Oc2ccccc2)c1 (stereo not drawn)	-7	1%	1	0	-1%	1%	-6	-3.9%	5
O=S(=O)(c1ccc2c(c1)OCCCO2)N1CCNCC1	0	2%	6	0	0%	-5%	4	0.1%	1
COc1cc2nc(=S)n3[nH]c(CCn4nc(C)cc4C)nc3c2cc1OC	14	3%	0	2	-6%	7%	11	?	0
O=C(Nc1cc([N+](=O)[O-])ccc1F)C1CCN(S(=O)(=O)c2cccs2)CC1	/	-8%	/	/	3%	-3%	-12	/	/
O=C(Nc1ccccn1)C1COc2ccccc2O1 (stereo not drawn)	-29	0%	-12	2	-1%	6%	-7	1.5%	-3
COc1ccc(S(=O)(=O)NCc2ccc(C(=O)NCCCN3CC(C)CC(C)C3)cc2)cc1 (stereo not drawn)	-2	1%	-10	3	-6%	-1%	-2	1.9%	0
CC(C)Cn1c(N)c(C(=O)COC(=O)C2CCCN2C(=O)c2cccs2)c(=O)n(C)c1=O (stereo not drawn)	-6	1%	9	5	-11%	-6%	-21	2.5%	/
COc1ccc(CC(=O)Oc2ccccc2C)cc1S(=O)(=O)N1CCOCC1	6	0%	0	4	2%	-4%	5	0.8%	0
O=C(NNC(=O)c1ccncc1)c1ccccc1	-13	1%	-13	2	10%	4%	5	-1.5%	-1
Cc1noc(NS(=O)(=O)c2ccc(NC(=O)CSc3nc4c(cc3C#N)CCC4)cc2)c1C	3	2%	4	2	-5%	-4%	/	30%	1
Cc1cc(C)nc(SCC(=O)OCC(=O)N(C)c2c(N)n(Cc3ccccc3)c(=O)[nH]c2=O)n1	-6	-5%	13	1	2%	-2%	0	-0.8%	-8
COc1ccc(F)cc1S(=O)(=O)NCCc1sc2nc(-c3ccc(F)cc3)nn2c1C	/	-6%	-4	15	-11%	-1%	2	-0.9%	-1
COc1cccc(NC2=NCCCCC2)c1	14	0%	3	1	1%	5%	3	5.1%	3
CC(Oc1ccc2c(c1)oc(=O)c1ccccc12)C(=O)NC(Cc1c[nH]c2ccc(O)cc12)C(=O)O (stereo not drawn)	9	-4%	-5	2	7%	-2%	/	7.3%	-3
O=C1CC(c2ccccc2)CC2=C1C(c1ccccn1)Nc1ccccc1N2 (stereo not drawn)	/	-1%	3	-2	-3%	-3%	-27	-2.5%	0
CCOC(=O)n1c(=O)n(Cc2cccc(F)c2)c2ccccc21	-8	-2%	0	1	-17%	-2%	-23	-0.7%	-2
Cc1cc(NC(=O)CSc2nnc(-c3ccccc3)o2)no1	0	-6%	/	2	?	1%	-3	5.8%	-2
CC1Sc2ccc(S(=O)(=O)N3CCC(C(=O)Nc4cccc(Cl)c4)CC3)cc2NC1=O (stereo not drawn)	-23	9%	-22	7	2%	-2%	-26	3.8%	-3
Cc1ccc(C(=O)OCC(=O)NC2CCCC2)cc1	-2	-1%	9	1	-1%	1%	-3	0.2%	-1
CC(=O)c1nn(-c2cccc(Br)c2)cc1C(=O)c1cccc2ccccc12	-10	-4%	3	7	5%	-7%	-1	1.7%	3
Cc1cc(S(=O)(=O)Nc2ccc(C(=O)N3CCN(C(=O)c4ccco4)CC3)cc2)ccc1F	1	2%	7	1	-6%	-4%	2	-1.2%	1
Cc1nnc(N2CCN(c3ccccc3F)CC2)c2c1nnn2Cc1ccccc1	-6	-1%	-19	3	-1%	-1%	-16	0.1%	1
CCN(CC(=O)Nc1ccc(NC(C)=O)cc1)C(=O)Cc1ccc(Cl)c(Cl)c1	-6	0%	9	13	9%	-2%	-8	-3.4%	-9
CCOC(=O)C1(Cc2ccc(Cl)cc2)CCN(C(C)Cc2ccc(O)c(OC)c2)CC1 (stereo not drawn)	-37*	4%	/	28	-3%	-5%	-9	0.2%	-8
CCCSCCCNC(=O)C1CCN(C(=O)c2cnn(-c3ccccc3)c2-n2cccc2)CC1	0	5%	-1	0	7%	-1%	/	-1.6%	-2
Cn1c(=O)c2c(ncn2CC(=O)OCC(=O)c2ccc(F)c(F)c2)n(C)c1=O	-15	1%	11	7	-19%	-1%	-20	1.7%	4
O=c1c2ccccc2nc2c3ccccc3c(NCc3cccnc3)nn12	11	0%	17	3	-8%	-2%	2	6.1%	4
Cc1ccc(-n2ncc3c(=O)n(CC#N)cnc32)cc1	7	-5%	9	1	-5%	2%	-7	2.0%	-5
COc1ccc(CCNC(=O)C(C(=O)c2ccccc2)n2ccccc2=O)cc1OC (stereo not drawn)	-1	1%	14	2	5%	-2%	/	0.0%	9
NC(=O)C1CCN(C(=O)c2cc3c(s2)CCCC3)CC1	37	1%	3	1	5%	4%	-5	0.1%	-2
Cn1c(=O)[nH]c(=O)c2c1nc(N1CCOCC1)n2CCCSc1ncccn1	-2	2%	3	0	-16%	-5%	2	1.2%	2

An excerpt. The share of hits here may be higher or lower than overall.
